Tb PYK inh: qHTS of Trypanosoma Brucei Inhibitors | TbPYK enzyme, Kinase-Glo Plus ATP luminescence, 45 min | Potency, µM (highest dose often 76.8 µM), inactives show top-dose activity, negative = inhibition, hits mostly inhibitors | hit rate 0.12% among 410,000 | AID 624173, 2012 | pyruvate kinase (Trypanosoma brucei), Q57TT1; also: nearly all actives have a fitted effect of over 50% in size
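Assay buffer: 50 mM TEA pH 7.2, 100 mM KCl, 10 mM MgCl2, 0.05% BSA, 0.01% Tween-20. Pyruvate kinase from T. brucei plus substrate met compound, then ADP (130 uM final). Luminescence was read post 45 min RT.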
Sm TGR block: qHTS Assay for the Inhibitors of Schistosoma Mansoni Peroxiredoxins; Schistosoma mansoni thioredoxin glutathione reductase (TGR), Q962Y6; purified TGR, DTNB reduction, TNB absorbance 405 nm; Potency, µM (top dose mostly 114 µM), without a hit: at the highest dose activity change, negative = inhibition, hits mostly inhibitors; hit rate 3% among 360,000; AID 485364, 2010; also: nearly all actives have a fitted effect of over 60% in size
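Kinetic colorimetric format: TGR-catalysed, NADPH-driven DTNB reduction monitored via TNB absorbance. Enzyme dispensed at 20 nM; compound exposure 15 min at room temperature before reaction start.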
The depositor's hits bear a star; [ ] = remark or other dose. Calls follow the shape of the dose curve; as a rule, active = well fitted curve in the direction sought with a large enough effect; inconclusive = small, poorly fitted or top-dose-only effect, or another doubt; inactive = no such curve, though single readings can be large; an effect the other way counts as inactive or inconclusive. % is scaled to controls: 0 for no effect and ±100 for the full control effect; potency is read from the fitted curve at half-maximal effect. An excerpt; the hit share may differ from the screen's.

Screening CCc1ccc(C2C(C(=O)Nc3ccccc3C)=C(C)Nc3nc(SCc4cccc(OC)c4)nn32)cc1 (stereo unspecified) returned Tb PYK inh 1.9% and Sm TGR block 5.4%.
`Cc1ccc(Cn2c(CN3CCC(C(=O)NCc4ccccc4C)CC3)cc3ccccc32)cc1` gave Tb PYK inh -10.9% and Sm TGR block -0.1%.
Cc1cccc(C)c1NC(=O)C1CCN(S(=O)(=O)c2cccc3nsnc23)CC1 was read as Tb PYK inh -1.4% and Sm TGR block -5.8%.
Screening CCOc1ccc(-c2nc(CNC(=O)NC3CCCCC3)c(C)o2)cc1 returned Tb PYK inh 3.6% and Sm TGR block -3.2%.
CCn1cc(S(=O)(=O)c2ccc(OC)cc2)c(=O)c2cc(F)c(N3CCCCCC3)cc21 was read as Tb PYK inh 1.3% and Sm TGR block 2.5%.
Screening CCOC(=O)Cc1ccc(NC(=O)NC(C)c2c(-n3cccc3)sc(C)c2C)cc1 (stereo unspecified) returned Tb PYK inh -1.3% and Sm TGR block 3.0%.
`Cc1csc2nc(COC(=O)c3ccccc3NC(=O)c3ccc(C(C)(C)C)cc3)cc(=O)n12` gave Tb PYK inh 3.6% and Sm TGR block -1.1%.
Screening COc1ccc(-c2cn3c(n2)sc2cc(C(=O)Nc4ccc(F)cc4)ccc23)cc1 returned Tb PYK inh 4.3% and Sm TGR block 1.8%.
`CCC(=O)N1CCc2cc(Br)cc(S(=O)(=O)N3CCC(C(=O)Nc4ccccc4CC)CC3)c21` gave Tb PYK inh -3.3% and Sm TGR block 7.6%.
Cc1ccc(CNC(=O)CCCCn2c(=O)c3ccccc3n(Cc3c(C)cc(C)cc3C)c2=O)cc1 was read as Tb PYK inh 4.0% and Sm TGR block 6.3%.

3 compounds drawn at random from those above:
Screening CCOC(=O)Cc1ccc(NC(=O)NC(C)c2c(-n3cccc3)sc(C)c2C)cc1 (stereo unspecified) returned Tb PYK inh -1.3% and Sm TGR block 3.0%.
Screening COc1ccc(-c2cn3c(n2)sc2cc(C(=O)Nc4ccc(F)cc4)ccc23)cc1 returned Tb PYK inh 4.3% and Sm TGR block 1.8%.
Screening CCOc1ccc(-c2nc(CNC(=O)NC3CCCCC3)c(C)o2)cc1 returned Tb PYK inh 3.6% and Sm TGR block -3.2%.

Additional entries follow:
COc1ccc(CC(=O)Nc2sc3c(c2C(=O)Nc2cccc(C)c2)CCCCC3)cc1 was read as Tb PYK inh 0.9% and Sm TGR block -1.9%.
CCOC(=O)C1CCN(C(=O)c2c(C)nn(-c3ccc(F)cc3)c2-n2cccc2)CC1 was read as Tb PYK inh -3.6% and Sm TGR block -0.6%.
COc1ccccc1CCNC(=O)CCc1c(C)c2cc3c(C)coc3cc2oc1=O was read as Tb PYK inh 0.2% and Sm TGR block -1.3%.
Screening Cn1cc(-c2cc3n(n2)CCC(=O)N3CC(=O)NCc2ccc(Cl)cc2)c2ccccc21 returned Tb PYK inh -1.3% and Sm TGR block -6.2%.
For Cc1ccc(-n2c(=O)c3ccc(C(=O)NCc4ccccc4Cl)cc3n(Cc3ccccc3F)c2=O)cc1 the results were Tb PYK inh 2.5% and Sm TGR block 8.7%.
Cn1c(-n2cccc2)c(-c2c(-c3ccccc3)[nH]c3c2c(=O)n(C)c(=O)n3C)c(=O)n(C)c1=O was read as Tb PYK inh 4.3% and Sm TGR block -9.2%.
`Cc1ccc(OCC(=O)Nc2ccc(Cl)c(-c3nc4ccccc4[nH]3)c2)cc1C` gave Tb PYK inh -21.8% and Sm TGR block 1.6%.
CCN1CCN(C(=O)c2ccc3c(c2)N(Cc2ccc(Cl)cc2)C(=O)c2ccccc2S3(=O)=O)CC1 was read as Tb PYK inh -0.4% and Sm TGR block 0.6%.
CCOc1ccc(C(=O)c2cn(CC(=O)Nc3ccc(F)c(F)c3)c3cc4c(cc3c2=O)OCCO4)cc1 was read as Tb PYK inh 5.6% and Sm TGR block -9.0%.
`CCCCCCc1cc2cc(-c3cn4c(n3)sc3cc(OC)ccc34)c(=O)oc2cc1O` gave Tb PYK inh -6.9% and Sm TGR block -2.9%.

An excerpt from above in order of length of the SMILES, ascending.
COc1ccc(CC(=O)Nc2sc3c(c2C(=O)Nc2cccc(C)c2)CCCCC3)cc1 was read as Tb PYK inh 0.9% and Sm TGR block -1.9%.
CCOC(=O)C1CCN(C(=O)c2c(C)nn(-c3ccc(F)cc3)c2-n2cccc2)CC1 was read as Tb PYK inh -3.6% and Sm TGR block -0.6%.
CCN1CCN(C(=O)c2ccc3c(c2)N(Cc2ccc(Cl)cc2)C(=O)c2ccccc2S3(=O)=O)CC1 was read as Tb PYK inh -0.4% and Sm TGR block 0.6%.

The list goes on:
Screening CCOc1ccc(-c2cc3c(=O)n(CC(=O)NCc4ccc(OC)cc4)ccn3n2)cc1 returned Tb PYK inh -0.9% and Sm TGR block 7.5%.
Screening COc1ccc(OC(C)c2nc3ccccc3[nH]2)cc1 (stereo unspecified) returned Tb PYK inh 1.9% and Sm TGR block -0.4%.
CC1CCN(C(=O)Cn2c(SCC(=O)Nc3ccc(F)cc3)nc3ccccc32)CC1 was read as Tb PYK inh 0.7% and Sm TGR block 0.0%.
Cc1ccc(-n2c(SCC(=O)NCc3ccccc3)nc3c([nH]c4ccccc43)c2=O)cc1 was read as Tb PYK inh 2.8% and Sm TGR block -0.6%.
Screening O=C(Nc1cccc2c1CCCC2)N1CCOc2ccc(Cl)cc21 returned Tb PYK inh 1.1% and Sm TGR block 2.4%.
`O=C(NCCc1csc(-c2cccc(F)c2)n1)c1ccccc1C(F)(F)F` gave Tb PYK inh 2.8% and Sm TGR block 0.2%.
For C[C@@H](NC(=O)CN(c1ccccc1)S(=O)(=O)N(C)C)c1ccccc1 the results were Tb PYK inh -0.5% and Sm TGR block -1.0%.
Screening COc1ccc(Cl)cc1NC(=O)Cn1c(=O)n(Cc2cccs2)c(=O)c2cccnc21 returned Tb PYK inh -1.6% and Sm TGR block -0.7%.
CC(=O)c1cccc(Nc2nc(-c3ccccc3Cl)nc3ccccc23)c1 was read as Tb PYK inh -5.2% and Sm TGR block -4.8%.
Screening Cn1nnc2c(N3CCN(c4ccccc4)CC3)ncnc21 returned Tb PYK inh -0.4% and Sm TGR block 2.0%.
`Cc1c(C(=O)N(Cc2ccccc2F)C2CCS(=O)(=O)C2)oc2ccc(F)cc12` (stereo unspecified) gave Tb PYK inh 2.5% and Sm TGR block 2.1%.
For CSc1ncc2c(n1)-c1ccccc1N(Cc1ccccc1C)S2(=O)=O the results were Tb PYK inh -3.3% and Sm TGR block 9.3%.
For CCCNC(=O)C1CCN(c2cc(C)nc3c(-c4ccc(OC)c(OC)c4)c(C)nn23)CC1 the results were Tb PYK inh -4.8% and Sm TGR block 42.6%[activator].
`O=c1c(S(=O)(=O)c2ccccc2)cn(Cc2ccc(F)cc2)c2cc(N3CCCC3)c(F)cc12` gave Tb PYK inh 4.8% and Sm TGR block 0.2%.
Screening Cc1ccc(C(=O)NCCSc2c(C)[nH]c3ccccc23)cc1C returned Tb PYK inh -7.9% and Sm TGR block 4.7%.
`CCCc1cnc2c(c1SCc1cccc(C)c1)c(=O)n(C)c(=O)n2C` gave Tb PYK inh -14.3% and Sm TGR block 10.1%.
For CC1(C)CC(=O)c2cc(C(=O)Nc3ccccc3Cl)c(=O)n(-c3ccc(Cl)cc3)c2C1 the results were Tb PYK inh 1.3% and Sm TGR block -2.3%.
Screening O=C(Nc1nnc(N2CCCCCC2)s1)Nc1cc(F)ccc1F returned Tb PYK inh -1.2% and Sm TGR block -13.6%.
`CCn1cc(C(=O)OCC(=O)Nc2cc(OC)cc(OC)c2)c(=O)c2ccc(C)nc21` gave Tb PYK inh -2.0% and Sm TGR block 3.7%.
`N#Cc1cc2c(=O)n3ccccc3nc2n(-c2nnc(SCc3ccc(F)cc3)s2)c1=O` gave Tb PYK inh -16.6% and Sm TGR block 5.0%.
Screening COCCNC(=O)c1ccc2c(c1)N(Cc1cc(C)ccc1C)C(=O)c1ccccc1S2(=O)=O returned Tb PYK inh -1.9% and Sm TGR block 2.9%.
`CC(C)(C)c1ccc(C(=O)Nc2ccc(Cl)cc2C(=O)c2ccccc2)cc1` gave Tb PYK inh 1.4% and Sm TGR block 0.2%.
Screening COc1ccc(-c2cc(C(F)(F)F)nc(NCc3ccc(Cl)cc3)n2)cc1 returned Tb PYK inh 5.9% and Sm TGR block 3.3%.
`O=c1c2ccccc2nc(/C=C/c2ccccc2)n1-c1ccccc1F` gave Tb PYK inh 8.1% and Sm TGR block 18.4%.
Screening O=C(NC1CC(=O)N(c2cccc(F)c2)C1)c1ccc2c(c1)OCO2 (stereo unspecified) returned Tb PYK inh 5.7% and Sm TGR block 8.3%.
Screening CCOC(=O)c1c(NC(=O)c2cc(=O)c3cc(C)ccc3o2)sc2c1CCCC2 returned Tb PYK inh 10.7% and Sm TGR block -1.6%.
COCCCNC(=O)c1ccc(Cn2c(=O)c3ccccc3n(CC(=O)Nc3ccc(C)cc3C)c2=O)cc1 was read as Tb PYK inh -4.7% and Sm TGR block 11.5%.
Screening Cc1cccc(CCNC(=O)C2CCC(CNS(=O)(=O)c3ccccc3)CC2)c1 (stereo unspecified) returned Tb PYK inh -9.6% and Sm TGR block 12.5%.
CCSC1=NC2(CCN(C(=O)NC3CCCCC3)CC2)N=C1c1ccc(C)c(C)c1 was read as Tb PYK inh 19.9% and Sm TGR block 8.0%.
Cc1ccc(O)c(Nc2nc3ccccc3c3nncn23)c1 was read as Tb PYK inh -0.3% and Sm TGR block 6.1%.
`CCc1ccc(NC(=O)Cn2c(=O)oc3cc(S(=O)(=O)N4CCCCCC4)ccc32)cc1` gave Tb PYK inh -8.5% and Sm TGR block -3.4%.
Screening N#Cc1ccccc1OCC(=O)N1CCN(c2ccccc2F)CC1 returned Tb PYK inh -0.7% and Sm TGR block 7.6%.
COc1cc(-c2ccno2)ccc1S(=O)(=O)N1CCN(c2ccccc2)CC1 was read as Tb PYK inh -0.8% and Sm TGR block -17.9%.
For CC(C)(C)NC(=O)c1cnn(-c2ccccc2)c1C1CCN(C(=O)OC(C)(C)C)CC1 the results were Tb PYK inh -1.3%[15.4 µM] and Sm TGR block -2.9%.
`COc1ccc(CCN2C(=O)c3oc4cc(C)cc(C)c4c(=O)c3C2c2ccc(F)cc2)cc1OC` (stereo unspecified) gave Tb PYK inh 4.1% and Sm TGR block -0.3%.
Screening Cc1cc(SCC(=O)NCc2ccccc2Cl)nc(=O)[nH]1 returned Tb PYK inh -1.4% and Sm TGR block 4.2%.
Cc1ccccc1NC(=O)c1c(C)oc2ccc(O)c(CN(C)Cc3ccccc3)c12 was read as Tb PYK inh 2.3% and Sm TGR block -7.2%.
CC(C)c1ccc(Nc2cc(C(=O)NCCc3ccccc3)c3ccccc3n2)cc1 was read as Tb PYK inh -5.0% and Sm TGR block -6.1%.
For COCCNC(=O)CCCn1c(SCC(=O)Nc2cccc(C)c2)nc2c(sc3ccccc32)c1=O the results were Tb PYK inh -8.4% and Sm TGR block -0.9%.
`CCCCOc1ccc(C(=O)Nc2sc3c(c2C(=O)OCC)CCCCC3)cc1` gave Tb PYK inh 0.0% and Sm TGR block -1.9%.

Entries shown so far that have a CF3 group:
`O=C(NCCc1csc(-c2cccc(F)c2)n1)c1ccccc1C(F)(F)F` gave Tb PYK inh 2.8% and Sm TGR block 0.2%.
Screening COc1ccc(-c2cc(C(F)(F)F)nc(NCc3ccc(Cl)cc3)n2)cc1 returned Tb PYK inh 5.9% and Sm TGR block 3.3%.

Next part.
For CCOc1ccc(-c2nc3c(c(CC)nn3-c3ccccc3)c3cc(OC)c(OC)cc23)cc1 the results were Tb PYK inh 0.6% and Sm TGR block 3.7%.
`CCOc1ccc(NS(=O)(=O)c2ccc3nc(-c4ccccc4)[nH]c3c2)cc1` gave Tb PYK inh -8.5% and Sm TGR block -3.3%.
`Cc1cc(C)nc(NS(=O)(=O)c2ccc(NC(=O)c3ccccc3O)cc2)n1` gave Tb PYK inh 1.9% and Sm TGR block -11.2%.
Screening Cc1ccccc1Cn1c(=O)n(CCc2ccccc2)c(=O)c2c(C)c(C)sc21 returned Tb PYK inh 5.8% and Sm TGR block -4.7%.
`Cc1nn(Cc2noc(C(=O)NCc3cccc(F)c3)n2)c(C)c1Br` gave Tb PYK inh -1.9% and Sm TGR block 6.1%.
`COc1ccc(S(=O)(=O)N2CCN(c3ccc(F)cc3)CC2)cc1-c1noc(C)n1` gave Tb PYK inh -0.1% and Sm TGR block -7.2%.
For O=S(=O)(c1ccc(-c2cc(C(F)(F)F)on2)s1)N1CCN(c2ccccc2)CC1 the results were Tb PYK inh 4.6% and Sm TGR block 13.9%.
Screening Cc1ccc(C(=O)c2oc3ccccc3c2NC(=O)c2cc(=O)c3cc(C)ccc3o2)cc1 returned Tb PYK inh 2.6% and Sm TGR block 1.5%.
COc1ccc(Cn2c(SCc3ccc(C(=O)NCc4ccc(C)cc4)cc3)nc3cccnc32)cc1 was read as Tb PYK inh -6.7% and Sm TGR block 2.5%.
Cc1ccc(CSc2nnc3[nH]c(=O)cc(C)n23)cc1 was read as Tb PYK inh -4.8% and Sm TGR block 0.0%.
CCOc1ccccc1NC(=O)Cn1c(=O)n(C(C)C)c(=O)c2oc3ccccc3c21 was read as Tb PYK inh -1.8% and Sm TGR block 27.5%.
`CCn1cc(C(=O)OCC(=O)Nc2cccc(C(C)=O)c2)c(=O)c2ccc(C)nc21` gave Tb PYK inh -12.7% and Sm TGR block -1.9%.

Assay outcomes: PubChem BioAssay, National Center for Advancing Translational Sciences (NCATS)
